Tb PFK block: T. brucei PFK enzyme inhibition | Potency, µM (top dose mostly 57.5 µM), for inactives: top-dose activity, negative = inhibition, hits mostly inhibitors | actives 0.17% (n = 330,000) | AID 485367 | T. brucei PFK, ADP-Glo luminescence;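 also: potency is read from the fitted curve at half-maximal effect; 0% = uninhibited 1x PFK enzyme wells and -100% = no-enzyme wells; nearly all actives have a fitted effect of over 60% in size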
Target sequence (O15648 whole entry, looked up): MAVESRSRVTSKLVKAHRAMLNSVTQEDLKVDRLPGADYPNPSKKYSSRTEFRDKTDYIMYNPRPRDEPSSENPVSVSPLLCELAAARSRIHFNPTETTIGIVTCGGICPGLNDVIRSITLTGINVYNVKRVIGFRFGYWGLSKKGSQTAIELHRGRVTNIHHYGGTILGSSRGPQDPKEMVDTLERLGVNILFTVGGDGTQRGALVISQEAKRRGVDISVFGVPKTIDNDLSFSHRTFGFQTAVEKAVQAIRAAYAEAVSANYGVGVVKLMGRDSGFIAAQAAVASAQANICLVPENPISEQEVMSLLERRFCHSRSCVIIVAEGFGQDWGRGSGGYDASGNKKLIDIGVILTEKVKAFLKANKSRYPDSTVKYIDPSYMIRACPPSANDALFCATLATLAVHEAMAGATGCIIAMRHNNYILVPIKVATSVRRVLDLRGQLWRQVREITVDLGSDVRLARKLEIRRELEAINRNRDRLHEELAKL
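Compounds were pin-transferred as a titration series up to 57 uM into substrate buffer (0.5 mM F6P, 0.1 mM ATP, pH 8.0), then 1.25 nM PFK was added and reactions ran 45 min before ADP-Glo detection.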
TSHR antag: blocks TSH signaling through the human TSH receptor | P16473 | activity change, negative = inhibition, % at 11.5 µM | TSHR-expressing cells, TSH-stimulated cAMP HTRF, 2 h; active compounds read low | AID 504810 | actives 0.2% (n = 330,000);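 active = activity change below a set negative limit, meaning inhibition stronger than a set level, cut at about -70% in these data; inconclusive = activity change between two set negative limits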; also: % is scaled to controls: 0 for no effect and ±100 for the full control effect
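Antagonism was scored as loss of TSH-driven cAMP in TSHR cells, stimulated with 4nM TSH (EC80) for 2 hours at 37 deg C and detected by homogeneous HTRF competition immunoassay.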
Giardia killer: Giardia lamblia killing; Giardia lamblia trophozoite viability; activity change, % at 7.66 µM, hits read low; actives 0.15% (n = 340,000); in the data active = activity change below about -80%; inconclusive = between about -30% and that limit;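 also: parasites exposed to compound for two days anaerobically before the ATP read; % is scaled to controls: 0 for no effect and ±100 for the full control effect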
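Giardia lamblia trophozoites (100 cells/well) were incubated with compounds for 48 h at 37 deg C under anaerobic conditions. Viability was read as ATP content by one-step luminescence after 15-30 min at room temperature.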
FBPA coupling cs: coupling enzyme interference in Giardia aldolase counter-screen. coupling enzyme system counterscreen, AmpLite Red fluorescence. activity change, negative = inhibition, % at 58.2 µM, hits read low. actives 0.67% (n = 290,000). AID 2472; in the data active = activity change below about -30%; also: % is scaled to controls: 0 for no effect and ±100 for the full control effect
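Activity here indicates interference with the coupling reaction, not aldolase inhibition. Compounds at 57.5 uM final met coupling enzymes for 10 min at RT; substrate and AmpLite Red detection followed, with a 525/598 nm fluorescence read after 20 min.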
MLL CXXC-DNA inh: blocks binding of human MLL CXXC domain to DNA; MLL-CXXC / FITC-HOXA9 DNA fluorescence polarization; Potency, µM (top dose mostly 115 µM), for the others: at the top dose activity change, negative = inhibition, most hits filed as inhibitors; Q03164; AID 2662; actives 0.037% (n = 290,000); active = well fitted inhibition curve with a large enough effect in the polarisation, with a control signal flat, not every such curve was filed as active; inconclusive = small, poorly fitted or top-dose-only effect, or effect the other way, or a change in a side signal; inactive = no such curve, though single readings can be large or run the other way; the % refers to the polarisation; also: potency is read from the fitted curve at half-maximal effect
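Purified MLL-CXXC (added from a 7 uM solution) was preincubated 5 min at ambient with pinned compounds in 50 mM Tris-HCl pH 7.5, 50 mM NaCl, 1 mM DTT, 0.05% BSA. Fluorescein-labeled HOX-A9 DNA (50 nM solution) followed, 30 min, then polarization read.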
TCR act: activators of T cell receptors. primary human leukocytes, anti-CD3, IL-2 HTRF, 48 h. Potency, µM (titrated, usually from 9.22 µM), without a hit: at the highest dose activation of IL-2 secretion, actives largely listed as activators. 330,000 tested, under 10 active; also: % of control where 0% means no effect
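IL-2 release read by HTRF sandwich (Eu cryptate donor, d2 acceptor, 665 nm emission) after 48 hr exposure of primary human leukocytes to compound together with anti-CD3 beads in the absence of co-stimulatory signals.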
Chronic BCR inh: chronic active BCR signaling inhibition | ABC-DLBCL IkBa-CBG/CBR reporter, luminescence ratio, 4 h | Potency, µM (titrated, usually from 46.1 µM), for the others: at the highest dose ratio change, negative = lower green/red ratio, most hits filed as inhibitors | actives 0.05% (n = 340,000) | AID 493014; active = well fitted inhibition curve with a large enough effect in the signal ratio, with a control signal flat, not every such curve was filed as active; inconclusive = small, poorly fitted or top-dose-only effect, or effect the other way, or a change in a side signal; the % refers to the signal ratio;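 also: potency is read from the fitted curve at half-maximal effect; plate controls were basal doxycycline-induced cells for no effect and cells given 10 µM MG132 for full effect; MG132 reads +100%, hits lower the ratio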
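Doxycycline induced both beetle luciferases in TMD8 lymphoma cells; IKK-driven degradation limits the IkappaBalpha-fused green signal, while red luminescence normalises for cell number and nonspecific effects. Compounds tested up to 46 uM, 4 hrs.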
GALK inh: blocks human galactokinase activity; actives 0.007% (n = 270,000); P51570; Purified GALK, Kinase-Glo residual ATP luminescence; Potency, µM (titrated, usually from 57.5 µM), for inactives: at the top dose activity change, negative = inhibition, usual class: inhibitors; also: potency is read from the fitted curve at half-maximal effect; % is scaled to controls: 0 for no effect and ±100 for the full control effect
Target sequence (P51570 whole entry, looked up): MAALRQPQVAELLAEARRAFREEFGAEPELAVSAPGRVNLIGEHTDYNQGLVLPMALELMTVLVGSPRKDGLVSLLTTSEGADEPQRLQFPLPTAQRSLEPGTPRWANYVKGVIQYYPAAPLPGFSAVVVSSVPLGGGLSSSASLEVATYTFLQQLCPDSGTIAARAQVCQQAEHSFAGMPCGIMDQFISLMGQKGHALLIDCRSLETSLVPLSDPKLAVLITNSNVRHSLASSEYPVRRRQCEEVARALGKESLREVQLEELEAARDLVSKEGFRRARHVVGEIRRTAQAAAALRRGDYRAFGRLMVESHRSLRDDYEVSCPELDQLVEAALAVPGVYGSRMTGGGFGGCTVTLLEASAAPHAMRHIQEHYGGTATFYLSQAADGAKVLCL
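Luminescence from leftover ATP (Ultra-Glo luciferase/luciferin) served as read-out after a 1 h room-temperature reaction of 5 nM GALK with 35 uM ATP and 100 uM galactose.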
hERG WT inh: KCNH2 (human, wildtype) channel inhibition; actives 0.37% (n = 340,000); U2OS, BacMam KCNH2, thallium flux FluxOr; active compounds read low; Q12809; activity change, % at 1.84 µM;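 active = maximum activity change below -70%; inconclusive = maximum activity change between -70% and -50%; inactive = maximum activity change above -50%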; also: % is scaled to controls: 0 for no effect and ±100 for the full control effect
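U2OS cells were transduced with wild-type KCNH2 virus (2.03 x 10^8 / mL) for 4 h at room temperature, then cultured overnight at 37 C. Thallium flux was read with FluxOr dye. Rate constants were normalized to DMSO controls.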
AT treatment: potential ataxia-telangiectasia treatments restoring KAP-1 phosphorylation. Potency, µM (highest dose often 57.5 µM), for the others: top-dose activation, most hits filed as activators. AID 485349. actives 0.19% (n = 320,000). […] A-T fibroblasts, KAP-1 phosphorylation AlphaLISA; neocarzinostatin DNA damage 30 min before lysis; also: potency is read from the fitted curve at half-maximal effect; % of control where 0% means no effect; nearly all actives have a fitted effect of over 45% in size
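ATM-like activity read as KAP-1 phosphorylation via AlphaLISA donor/acceptor antibody pairs after lysis and 6 hr at 25C. Cells were ATM-null patient fibroblasts ([…], hTERT), dosed 60 min, then exposed to the DSB inducer NCS for 30 min.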
Starred values were filed as active, the others as inactive; ? = inconclusive; nt = not tested or not shown; [ ] = another dose, or the depositor's remark. Unless noted, calls follow the shape of the dose curve; as a rule, active = well fitted curve in the direction sought with a large enough effect; inconclusive = small, poorly fitted or top-dose-only effect, or another doubt; inactive = no such curve, though single readings can be large; an effect the other way counts as inactive or inconclusive.

SMILES | Tb PFK block | TSHR antag | Giardia killer | FBPA coupling cs | MLL CXXC-DNA inh | TCR act | Chronic BCR inh | GALK inh | hERG WT inh | AT treatment
COc1ccccc1OCCn1c(C)c(C=O)c2ccccc21 | 2% | -7 | 5 | -4 | 5% | 1% | ? | -8% | -7 | 9%
CCCn1ncc(OC)c(Cl)c1=O | -1% | 1 | 10 | 0 | -1% | nt | -17% | 1% | -6 | -1%
CC/C(=N\NC(=O)c1nnn(-c2nonc2N)c1CN(C)c1ccccc1)c1ccccc1 | -4% | -6 | 15 | -18 | 26% | 1% | 11% | nt | -2 | -14%
Cc1ccccc1N1CC(C(=O)Nc2ccncc2)CC1=O (stereo not drawn) | 0% | -3 | 27 | nt | nt | -3% | 14% | nt | -2 | -1%
COc1ccc(NC(=O)COc2ccccc2Cc2ccccc2)cn1 | -1% | -10 | -15 | nt | nt | 0% | -2% | nt | 10 | -1%
CCOc1cc(/C=C2/N=C(c3ccc(C(C)(C)C)cc3)OC2=O)cc(Cl)c1OS(C)(=O)=O | -1% | -6 | -2 | 3 | 18% | 6% | -1% | -3% | 26 | -3%
Cc1cccc2cc(CN(CCN3CCOCC3)C(=O)Nc3ccccc3F)c(=O)[nH]c12 | 0% | 14 | 10 | 2 | 6% | -3%[46.1 µM] | -13% | -2% | 4 | 9%
COc1ccc(NC(=S)N(Cc2cccnc2)Cc2ccco2)cc1 | 0% | 24 | 6 | 0 | -2% | 0% | ? | -3% | -7 | 0%
COc1ccc(C(=O)Nc2nc3c(s2)CCCC3)cc1S(=O)(=O)N1CCCc2ccccc21 | -1% | -1 | 16 | 1 | 0% | 2%[46.1 µM] | ? | 1% | -14 | -2%
COc1cccc(CC2(CO)CCCN(C/C=C/c3ccccc3OC)C2)c1 (stereo not drawn) | 1% | 5 | -4 | 1 | -1% | 2% | ? | 0% | -71* | nt
CCCCc1nnc(SC(C)C(=O)Nc2nccs2)n1C (stereo not drawn) | 0% | -2 | 10 | nt | 10% | -3% | 2% | 5% | 8 | 7%
CC(=O)c1ccc(NC(=O)N[C@@H](CC(C)C)C(=O)O)cc1 | 2% | -3 | -19 | 1 | -3% | 5% | 5% | 0% | -2 | 0%
CCOC(=O)[C@H]1[C@H]2COc3ccc(Br)cc3[C@@H]2N2C(=O)c3ccc(Cl)cc3NC(=O)[C@@]12C | 0% | -8 | 9 | nt | nt | -10% | ? | nt | nt | 11%
CCC(=O)Nc1ccc(NC(=O)c2cccc3c(Br)cccc23)cc1 | 0% | 104 | 5 | 4 | -3% | 14% | 5% | 0% | -25 | -2%
CC(C)NC(=O)NC(=O)COC(=O)c1ccccc1Oc1ccccc1 | 1% | 3 | ? | 2 | -9% | -3% | 2% | 0% | 12 | 6%
O=Cc1ccc2noc(-c3ccc(Cl)cc3)c2c1 | 5% | -6 | -5 | 0 | -4% | -2% | ? | 2% | -3 | -5%
CCCCN1C(=O)C(=O)N(CC(=O)c2cc(C)n(-c3cc(C)on3)c2C)C1=O | -6% | -15 | -19 | nt | nt | 0% | 4% | nt | -1 | -4%
Cc1cccnc1NC(=O)c1ccc(C(=O)c2ccccc2)cc1 | -12% | nt | 19 | nt | nt | -2% | -3% | nt | 4 | 3%
Cc1cccc(OCCCC(=O)Nc2nc3ccccc3[nH]2)c1 | -2% | -3 | -1 | -2 | -4% | 2% | ? | -6% | 8 | 2%
CC(C)NC(=O)NC(=O)COC(=O)c1ccc(S(=O)(=O)NCc2ccco2)cc1 | -8% | -1 | ? | nt | nt | -14% | -9% | nt | 2 | -6%
Cc1oc2c(c1C(=O)NCc1ccccc1)CCCC2 | -1% | 3 | -2 | 3 | 9% | 2% | -22% | -1% | 1 | 0%
Cc1cccnc1NC(=O)c1ccccc1-c1ccccc1C(=O)Nc1ncccc1C | -4% | 37 | -2 | -3 | ? | 1%[46.1 µM] | 4% | -2% | 5 | 15%
Cc1cccc(N/C(N)=N/c2nc3c(c(=O)[nH]2)CCCC3)c1 | -2% | 4 | 6 | 2 | 1% | -1% | -5% | -3% | 7 | 8%
CCCCOn1c(C)c(C(C)=O)c2c3no[n+]([O-])c3ccc21 | 0% | -8 | 20 | 7 | ? | 8% | 4% | -1% | -3 | 3%
CCOC(=O)N1CCN(S(=O)(=O)c2ccc3c(c2)CCN3C(=O)C2CC2)CC1 | -1% | -5 | 8 | -2 | -4% | 3% | -5% | -3% | -10 | 6%
CCOc1nc2c(c(=O)n(C)c(=O)n2C)n1Cc1ccccc1Cl | 2% | -23 | 4 | 1 | 4% | -18% | 2% | 3% | -14 | 5%
COc1ccccc1CNC(=O)Cn1cc(Br)ccc1=O | 2% | 8 | 5 | 0 | -2% | 2% | -3% | -1% | 0 | 1%
CC(=O)Nc1ccc(NC(=O)Cc2ccc(S(=O)(=O)N3CCCCC3)cc2)cc1 | 1% | 17 | -8 | nt | nt | 5% | 15% | nt | 5 | 4%
CC(O)[C@H]1CNC(=O)C(=O)N1CC(C)(C)C (stereo partly drawn) | 2% | -1 | -18 | 5 | -5% | -1% | -5% | 1% | 2 | 3%
C=CCc1cc(OC)ccc1OCCCCn1cncn1 | -4% | 5 | 7 | -1 | -13% | -1% | 1% | -2% | -18 | 6%
N#CC1=C(N)N=C(SCc2cccc3ccccc23)C(C(N)=O)C12CCCCC2 (stereo not drawn) | 1% | -11 | -5 | 5 | 10% | 3% | ? | 0% | -9 | nt
O=C1CN(C(=O)CSc2nc(-c3ccccc3)cs2)c2ccccc2N1 | 0% | 4 | -3 | -1 | 7% | 2%[46.1 µM] | ? | 0% | -1 | 0%
CC(=O)O[C@@H]1[C@H](OC(=O)CC(C)C)c2c(ccc3ccc(=O)oc23)OC1(C)C | -5% | -3 | 11 | -4 | 1% | 0% | 2% | nt | 21 | -7%
COc1cccc(Oc2cnc(N)nc2-c2ccc(OC)cc2O)c1 | 11% | 8 | -10 | -2 | -4% | -1% | ? | 1% | 3 | 1%
Nc1scc(-c2ccncc2)c1Cl | -1% | 8 | 5 | 0 | -1% | -4%[46.1 µM] | ? | -1% | 3 | -1%
CCOC(=O)[C@H]1[C@H]2COc3ccccc3[C@@H]2N2C(=O)[C@@H](C)NC(=O)[C@@]12C | 0% | -13 | -1 | nt | nt | -10% | 4% | nt | -6 | 7%
Cc1nc(SCC(=O)NC2CCCCC2)[nH]c(=O)c1C | 1% | 24 | 4 | 4 | 7% | -7% | -6% | -2% | -2 | 44%
Cc1cccc2sc(NC(=O)c3cccc(S(=O)(=O)N4CCc5ccccc54)c3)nc12 | 3% | -5 | -21 | 0 | 25% | -3%[46.1 µM] | ? | -4% | 5 | 4%
[O-]/[N+](=C/c1ccc(F)cc1)c1ccc(Cl)cc1 | 1% | 0 | -7 | 0 | 6% | 3% | 17% | -2% | 1 | 3%
COc1ccccc1N1CCN(CC(=O)Nc2nc(C)c(C(=O)N(C)C)s2)CC1 | 0% | -7 | 0 | -3 | -29% | -1% | 0% | -3% | 3 | 0%

Laid out differently: results already given.
Each structure is followed by: Tb PFK block | TSHR antag | Giardia killer | FBPA coupling cs | MLL CXXC-DNA inh | TCR act | Chronic BCR inh | GALK inh | hERG WT inh | AT treatment
> CCCCOn1c(C)c(C(C)=O)c2c3no[n+]([O-])c3ccc21
    0% | -8 | 20 | 7 | ? | 8% | 4% | -1% | -3 | 3%
> COc1ccccc1CNC(=O)Cn1cc(Br)ccc1=O
    2% | 8 | 5 | 0 | -2% | 2% | -3% | -1% | 0 | 1%

Continuation.
SMILES | Tb PFK block | TSHR antag | Giardia killer | FBPA coupling cs | MLL CXXC-DNA inh | TCR act | Chronic BCR inh | GALK inh | hERG WT inh | AT treatment
O=C(O)c1ccc(COCC(F)(F)F)cc1 | -11% | 0 | -29 | 6 | -4% | 3% | 12% | -4% | -3 | -7%
Cc1ccc(-c2csc(NC(=O)Cc3ccc(F)cc3)n2)o1 | -30% | -9 | 14 | 1 | 19% | -3% | 28% | 2% | -3 | -1%
COc1ccc(Cl)cc1NS(=O)(=O)c1ccc2c(c1)NC(=O)CCS2 | -1% | 1 | -15 | -2 | ? | 4% | ? | -1% | 17 | 4%
COc1cc(C2CC(=O)C=C(O)C2)cc(OC)c1OC (stereo not drawn) | -3% | -7 | 1 | -1 | -8% | -5% | 2% | 0% | -10 | -9%
O=C(CSc1nc(O)cc(=O)[nH]1)N1c2ccccc2Sc2ccccc21 | 19% | -5 | 22 | 13 | 44%[activator] | 1% | ? | 0% | -2 | -1%
O=C1CC(/C=C/c2ccc([N+](=O)[O-])cc2)=Nc2ccccc2N1 | -10% | -11 | 3 | -5 | -6% | -3% | -1% | 5% | 14 | 11%
S=C1NC2=C(CCC/C2=C\c2ccc(Cl)cc2)C(c2ccc(Cl)cc2)N1 (stereo not drawn) | -5% | 3 | 1 | -3 | -9% | 1% | 5% | -1% | -2 | -14%

Compounds were not picked by outcome; about 1.6% have a hit in one of these screens.
